Peg3 promoter: inhibitors of Peg3 promoter; 1.7% of 360,000 active; inhibition, % at 20 µM; HeLa PEG-Prom luciferase reporter, luminescence, overnight;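 active = inhibition of at least 50% at 20 µM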
CF NFkB block: cystic fibrosis NF-kB activation inhibition | AID 588850 | inhibition, % at 5 µM | 0.86% of 360,000 active | KKLEB NF-kB-GFP reporter, PAF-induced, GFP fluorescence overnight;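 active = at least 50% inhibition at 5 µM, scaled per plate between neutral and stimulator controls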;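 note: PAF is a Pseudomonas aeruginosa culture filtrate used as stimulus; plate controls were PAF-stimulated DMSO wells for no effect and unstimulated DMSO wells for full effect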
KKLEB tox: reduces viability of KKLEB cystic fibrosis airway cells; 0.36% of 360,000 active; KKLEB CF airway cells viability, ATPlite luminescence, overnight; hits give low values; cells stimulated with P. aeruginosa culture filtrate; activity change (cytotoxicity), % at 5 µM;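 active = corrected activity change at or below -50% at 5 µM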
TRAIL sens C8: caspase-8 TRAIL sensitization; NB7+C8 cells + TRAIL, ATPlite viability luminescence; AID 624354; inhibition (viability loss, TRAIL sensitization), % at 10 µM; 1% of 360,000 active;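 active = compounds causing at least 50% loss of cell viability in the single-dose screen, relative to plate controls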
NR2E3 ag-1: NR2E3 (human) agonism | 0.12% of 320,000 active | GST-NR2E3/biotin-RetCOR TR-FRET, 1536-well | Q9Y5X4 | AID 2300 | inhibition of corepressor binding, % at 4.78 µM;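 active = percent inhibition above the cutoff of mean plus 3 SD of all tested compounds, set per screening campaign, cut at about 20% in these data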;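 note: 0% = DMSO wells and 100% = biotin wells as full block of FRET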
Target sequence (Q9Y5X4 whole entry, looked up): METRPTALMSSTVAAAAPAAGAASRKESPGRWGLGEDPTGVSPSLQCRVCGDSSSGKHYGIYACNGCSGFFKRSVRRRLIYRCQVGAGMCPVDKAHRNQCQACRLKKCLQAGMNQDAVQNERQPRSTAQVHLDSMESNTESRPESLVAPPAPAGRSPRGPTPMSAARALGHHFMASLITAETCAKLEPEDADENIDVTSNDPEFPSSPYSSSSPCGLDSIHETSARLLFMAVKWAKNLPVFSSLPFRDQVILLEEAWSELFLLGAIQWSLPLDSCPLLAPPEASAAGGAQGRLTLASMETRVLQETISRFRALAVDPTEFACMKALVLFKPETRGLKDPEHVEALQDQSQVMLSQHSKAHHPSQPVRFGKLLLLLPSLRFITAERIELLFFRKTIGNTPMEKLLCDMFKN
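Test system – NR2E3–RetCOR corepressor complex · Quantity – NR2E3 fusion 1.35 nM · Buffer or medium – Tris pH 7.5 · Incubation – Compound–protein incubation for 5 h at 4 °C · Technique – TR-FRET, Eu(K)-anti-GST donor, streptavidin-D2 acceptor, ex 340, em 617/671 nm · Evaluation – percent inhibition of 671/617 nm emission ratio versus biotin and DMSO controls · Plate – 1536-well format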
hiPSC survival: hiPSC single-cell survival enhancement. ATPlite luminescence; 100% = ROCK inhibitor wells, 0% = DMSO. survival enhancement, % at 20 µM. 0.044% of 360,000 active; in the data active = survival enhancement above about 18%;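 note: cells exposed to compounds for 16 hours before the ATP read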
MITF TRPM1 inh: MITF TRPM1 promoter inhibition in SK-MEL-5 cells | 0.83% of 330,000 active | AID 488899 | inhibition, % at 12.5 µM | SK-MEL-5 TRPM1 promoter luciferase, 24 h;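 active = mean inhibition across replicates of 60% or more, whatever share of single replicates reaches that level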; note: values of inactives mirror those of a sister screen read the other way
LMP1 NFkB inh: reduces LMP1-driven NF-kappaB luciferase signal | inhibition, % at 12.5 µM | LMP1-induced NF-kappaB luciferase reporter cells, luminescence | AID 504558 | 0.69% of 350,000 active; in the data active = inhibition above about 41%;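 note: 0% = neutral control wells and 100% = reference inhibitor control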
Shn3 3UTR inh: Schnurri-3 reporter inhibition in Clone20 osteoblasts | Clone20 osteoblast Shn3 3'UTR firefly luciferase, 24 h | inhibition, % at 12.5 µM | 0.52% of 360,000 active;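 active = mean inhibition of at least 75% with every replicate also reaching 75%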;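 note: 0% = median of neutral control wells and 100% = pilot-screen positive control compound; some compounds past the cut are filed as inactive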
NR2E3 ag-2: activates human NR2E3 receptor | Q9Y5X4 | 0.35% of 360,000 active | inhibition of corepressor binding, % at 3.98 µM | AID 602229 | CHO-S Gal4-NCOR/VP16-NR2E3 two-hybrid, luciferase;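 active = inhibition above the mean of all tested compounds plus 3 SD, cut at about 70% in these data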;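 note: 0% = DMSO with NR2E3 transfected cells and 100% = cells lacking NR2E3 construct; higher means lower luciferase signal from less NR2E3 corepressor binding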
HIF-2a inh: blocks HIF-2a reporter activity; 786-0 RCC cells HIF-2a reporter, luciferase luminescence, overnight; inhibition, % at 18.8 µM; 0.72% of 360,000 active;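 active = inhibition of the luminescence signal of 40% or more relative to plate controls, in a single-dose primary screen at 18.75 µM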
* = called active by the depositor; / = not tested or not shown. This is a subset; the hit share may differ from the screen's.

Values run as follows: NR2E3 ag-2	NR2E3 ag-1	MITF TRPM1 inh	hiPSC survival	LMP1 NFkB inh	HIF-2a inh	Peg3 promoter	TRAIL sens C8	KKLEB tox	Shn3 3UTR inh	CF NFkB block
CCCc1nnc(NS(=O)(=O)c2ccc(OC)cc2)s1
→ 8	2	7	-0.9	4	6	5	-2	-5	7	7
COc1ccc(C(C#N)=C2C=CC(=NO)c3ccccc32)cc1
→ 31	/	/	-1.3	/	-122	-114	10	-16	18	85*
O=C(O)Cn1nnc(-c2ccccc2)c1COc1ccccc1
→ -21	/	/	1.3	/	11	1	-3	-20	-2	18
CCOc1ccc2noc3c2c1C(=O)c1ccccc1-3
→ -23	1	-9	-1.6	-3	-126	-51	-1	-4	-2	-41
O=C(CSCc1ccccc1)N/N=C/c1ccc(OCC(=O)N2CCCCC2)cc1
→ 1	3	-5	-0.2	-2	-11	13	13	1	-1	1
O=C(NC1CCCC1)C1=COCCO1
→ 5	0	1	-1.9	4	1	3	9	-16	2	0
COC(=O)C1=C(C)NC2=C(C(=O)CC(C)(C)C2)C1c1ccsc1 (centres undefined)
→ 6	0	11	0.1	4	11	-2	-2	-7	0	11
CCCCCOC(=O)C(C)c1c(C)[nH]c(=S)[nH]c1=O (centres undefined)
→ 4	2	2	4.6	-2	13	0	-1	4	-23	-5
CCC(=O)c1ccc(OC(=O)/C=C/c2cc(OC)c(OC)c(OC)c2)cc1
→ -5	0	9	0.2	-11	1	3	-6	-2	-6	-41
COc1ccc(C)cc1NC(=O)C(C)N1CCOCC1 (centres undefined)
→ -36	2	0	2.3	-16	19	0	10	-11	4	8
Cc1ncc([N+](=O)[O-])n1S(=O)(=O)c1cc(Br)ccc1Br
→ 17	-1	-3	-0.2	-2	8	5	-6	2	2	-24
O=[N+]([O-])c1cc2c(cc1/C=N/Nc1nc(Nc3ccccc3)nc(N3CCCCC3)n1)OCO2
→ -31	2	-24	1.0	-19	-82	-29	-7	-34	-8	17
COC(=O)COc1ccc2c(-c3ccc(OC)cc3)cc(=O)oc2c1
→ -10	-1	3	-1.7	1	15	2	-1	-8	3	18
O=C(CCC1CCCN(C(=O)Cn2cnnn2)C1)NCc1ccccc1F (centres undefined)
→ -15	1	-7	1.0	-22	-7	-17	-16	-12	-19	4
COc1ccc(C2C(C(=O)O)CCC(=O)N2c2ccc(C)cc2)cc1OC (centres undefined)
→ -12	-3	-1	-0.7	0	3	8	9	4	0	2
O=C(CC1C(=O)NCCN1CC1CCCCC1)NCCCN1CCOCC1 (centres undefined)
→ -10	1	5	-0.4	4	13	-1	-12	0	-12	12
COc1ccc(C(c2nnnn2CS(=O)(=O)c2ccc(C)cc2)N2CCN(Cc3ccccc3)CC2)cc1 (centres undefined)
→ -6	1	0	-0.4	0	13	3	8	10	-4	2
CCOC(=O)/C(C#N)=C1/C=Nc2ccccc2N1
→ -5	0	-18	2.6	-9	-51	-36	15	-2	-14	3
CN(C(=O)c1ccc(NC(=O)Cc2cccc(NC(=O)C3CCN(C(=O)C4CCCC4)CC3)c2)cc1)C1CC1
→ 10	/	8	-1.5	9	-2	-32	16	-5	-12	0
CC(C)n1c(SCc2ccc(Cl)cc2)nc2c1c(=O)[nH]c(=O)n2C
→ -7	1	-15	0.7	12	15	5	-9	-4	15	17
O=C(O)c1ccoc1CN1CCCCC1
→ 3	1	-7	-0.6	0	5	7	-11	6	-11	-5
COc1cc(Cl)cc(C(=O)O)c1OCC(=O)O
→ -2	2	0	0.4	-10	1	2	1	5	-2	-4
CC(C)C(C(=O)NCc1ccco1)N(C(=O)CNS(=O)(=O)c1ccccc1)c1ccccc1 (centres undefined)
→ -27	4	-4	-1.3	0	18	0	-4	9	2	-1
Cc1cc(S(=O)(=O)N2CCCC2)ccc1OCC(=O)N1CCOCC1
→ -13	5	-4	-1.5	1	2	12	-3	-2	6	7
CC1(C)CC(CC(=O)NNc2nc(-c3ccccc3)cs2)C(=O)O1 (centres undefined)
→ -23	-2	-1	0.3	1	11	4	-12	13	-12	-4
Fc1cccc(CSc2ncnc3c2ncn3C2CCCCO2)c1 (centres undefined)
→ -90	/	-95	1.3	-21	-255	-337	9	4	-21	12
COCCNC(=O)CSc1nc2sccc2c(=O)n1-c1ccccc1
→ 11	2	5	-0.4	2	3	-2	-9	4	8	-13
COc1ccc(-c2sc3ccccc3c2-c2ccc(OCCN3CCOCC3)cc2)cc1
→ -9	/	-11	-1.3	-8	12	26	14	-8	5	-6
COCC(=O)N1CCC(Oc2ccc(C(=O)N3CCCCC3COC)cc2)CC1 (centres undefined)
→ -6	-3	1	-0.2	-1	-12	-9	-2	-1	6	10
CCCn1c(SCC(=O)NC2CCCC(C)C2C)n[nH]c1=O (centres undefined)
→ -12	-2	-3	4.7	-10	13	-4	0	-1	-22	-7
CC(C)NC(=S)N(C)C1(c2ccccc2Cl)CCCCC1=O (centres undefined)
→ -21	5	-3	-2.1	-9	15	18	-3	12	-8	18
CC12CC3(C)CC(C)(C1)CC(C(=O)Nc1nn[nH]n1)(C2)C3
→ -18	3	4	0.1	1	17	19	-16	-3	5	12
COc1ccc(CC(=O)Nc2ccccc2-c2ccccc2)cc1OC
→ 29	1	9	-0.6	10	10	16	9	0	38	4
COc1ccccc1OCC(=O)Nc1ccc(O)cc1C(=O)O
→ -14	-1	1	-3.6	-6	16	8	-16	-3	10	16
O=C(NCC(c1ccco1)N1CCN(c2ccc(F)cc2)CC1)c1ccco1 (centres undefined)
→ -27	0	2	-0.5	-6	-17	-23	10	6	3	7
Cc1ccc(C)c(N2CCN(C(=O)Cn3c(=O)oc4cc(S(=O)(=O)N5CCCC5)ccc43)CC2)c1
→ -7	3	/	-0.3	14	15	25	14	0	33	15
O=[N+]([O-])c1ccc(N2CCN(c3ccc(F)cc3)CC2)cn1
→ -39	-1	-16	0.9	-9	-43	-55	-14	16	7	-17
CC(=O)N1CCOc2ccc(S(=O)(=O)N(C)c3cccc(C)c3)cc21
→ -7	-1	14	-0.4	-7	7	14	8	1	-6	16
COc1ccccc1C(CNC(=O)c1ccc(C)c(S(=O)(=O)N2CCCCC2)c1)N(C)C (centres undefined)
→ -27	4	-5	0.5	-1	2	5	3	8	12	15
Cc1nn2c(COc3ccc(NC(=O)c4ccccc4)cc3)nnc2c2ccccc12
→ -8	5	-2	-1.3	2	10	31	6	-13	14	0
CCOc1ccc(/C=N/Nc2cc(N3CCOCC3)nc(C)n2)c(O)c1
→ 27	-4	5	-0.4	35	-114	-34	3	-15	73	12
Cc1ccc(C(=O)OCC(=O)Nc2ccccc2Cl)c(O)c1
→ -10	0	7	0.3	4	-27	-69	-3	3	0	1
COc1cc2cc(CCCOC(=O)c3ccc(C(F)(F)F)cc3)oc(=O)c2cc1OC
→ 28	1	-17	4.5	2	9	-9	-5	6	-21	9
COc1ccc(Cc2noc(CN3CCCN(Cc4ccc(F)cc4)CC3)n2)cc1OC
→ 8	3	5	1.8	6	9	1	5	2	0	8
COc1ccccc1NC(=O)COC(=O)c1ccc([N+](=O)[O-])s1
→ 1	-3	13	-0.7	-8	-7	9	8	-27	-4	-18
CCCNC(=O)C/C(C)=N/NC(=O)C(=O)Nc1ccccn1
→ 11	1	/	0.6	2	-35	-16	-1	7	-14	-8
COc1ccccc1CNC(=O)C(=O)NCC1OCCN1S(=O)(=O)c1ccccc1 (centres undefined)
→ 8	5	-7	-0.3	3	11	22	1	-3	2	2
COc1ccc(C2NC(=O)CCC2[N+](=O)[O-])c(OC)c1 (centres undefined)
→ 4	-1	0	-0.5	9	20	21	6	-3	-44	-1
COc1cccc(/C=C/C(=O)NNC(=O)c2ccncc2)c1
→ 16	-4	-3	0.8	0	16	17	8	-4	18	6
COc1ccc(NC(=O)c2nc[nH]c2C(=O)N(C)Cc2ccccc2)cc1
→ 7	-3	1	0.5	1	-21	-13	-25	12	-4	-19

Compounds listed so far that contain a halogen (eleven):
Values run as follows: NR2E3 ag-2	NR2E3 ag-1	MITF TRPM1 inh	hiPSC survival	LMP1 NFkB inh	HIF-2a inh	Peg3 promoter	TRAIL sens C8	KKLEB tox	Shn3 3UTR inh	CF NFkB block
Cc1ncc([N+](=O)[O-])n1S(=O)(=O)c1cc(Br)ccc1Br
→ 17	-1	-3	-0.2	-2	8	5	-6	2	2	-24
O=C(CCC1CCCN(C(=O)Cn2cnnn2)C1)NCc1ccccc1F (centres undefined)
→ -15	1	-7	1.0	-22	-7	-17	-16	-12	-19	4
CC(C)n1c(SCc2ccc(Cl)cc2)nc2c1c(=O)[nH]c(=O)n2C
→ -7	1	-15	0.7	12	15	5	-9	-4	15	17
COc1cc(Cl)cc(C(=O)O)c1OCC(=O)O
→ -2	2	0	0.4	-10	1	2	1	5	-2	-4
Fc1cccc(CSc2ncnc3c2ncn3C2CCCCO2)c1 (centres undefined)
→ -90	/	-95	1.3	-21	-255	-337	9	4	-21	12
CC(C)NC(=S)N(C)C1(c2ccccc2Cl)CCCCC1=O (centres undefined)
→ -21	5	-3	-2.1	-9	15	18	-3	12	-8	18
O=C(NCC(c1ccco1)N1CCN(c2ccc(F)cc2)CC1)c1ccco1 (centres undefined)
→ -27	0	2	-0.5	-6	-17	-23	10	6	3	7
O=[N+]([O-])c1ccc(N2CCN(c3ccc(F)cc3)CC2)cn1
→ -39	-1	-16	0.9	-9	-43	-55	-14	16	7	-17
Cc1ccc(C(=O)OCC(=O)Nc2ccccc2Cl)c(O)c1
→ -10	0	7	0.3	4	-27	-69	-3	3	0	1
COc1cc2cc(CCCOC(=O)c3ccc(C(F)(F)F)cc3)oc(=O)c2cc1OC
→ 28	1	-17	4.5	2	9	-9	-5	6	-21	9
COc1ccc(Cc2noc(CN3CCCN(Cc4ccc(F)cc4)CC3)n2)cc1OC
→ 8	3	5	1.8	6	9	1	5	2	0	8

Compound activity: PubChem BioAssay, several laboratories
